p53null 39C kill: p53 null cell cytotoxicity, nonpermissive temperature; H1299 p53-null (neo) cells, 39C, ATPlite viability, 24 h; hit rate 0.97% among 55,000; Potency, µM (series often up to 46.1 µM), for inactives: at the top dose activity, negative = cell killing, usual class: cytotoxic;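 further: potency means the concentration at half of the fitted maximal effect; 0% = DMSO only and -100% = full killing by 100 µM tamoxifen; nearly all actives have a fitted effect of over 50% in size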
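ATP-luminescence viability readout (ATPlite, 20 min RT) after 24 hr compound treatment at 39C of H1299-neo or H1299-p53A138V cells; titration up to 46 uM; normalized to DMSO and 100 uM tamoxifen; Hill-fit AC50.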
NTMT1 inh: blocks human N-terminal methyltransferase 1 activity; Q9BV86; NTMT1 MTase-Glo SAH luminescence, purified enzyme; Potency, µM (doses to about 114 µM), for the others: at the highest dose activity change, negative = inhibition, usual class: inhibitors; hit rate 2.5% among 59,000; AID 1645870;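 further: potency means the concentration at half of the fitted maximal effect; plate controls were DMSO vehicle for no effect and no enzyme for full effect; nearly all actives have a fitted effect of over 65% in size; many of its hits are not listed in these tables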
PTAP-TSG101 blk: TSG101-PTAP interaction inhibition, HIV-1 budding | 44,000 tested, under 10 active | Fluorescence polarization, FITC-PTAP peptide/Tsg101, 20 min | Q99816 | Potency, µM (highest dose often 115 µM), inactives show at the highest dose activity change, negative = inhibition, actives largely listed as inhibitors | AID 1347069; further: potency means the concentration at half of the fitted maximal effect; 0% is about no effect
Target sequence (Q99816 whole entry, looked up): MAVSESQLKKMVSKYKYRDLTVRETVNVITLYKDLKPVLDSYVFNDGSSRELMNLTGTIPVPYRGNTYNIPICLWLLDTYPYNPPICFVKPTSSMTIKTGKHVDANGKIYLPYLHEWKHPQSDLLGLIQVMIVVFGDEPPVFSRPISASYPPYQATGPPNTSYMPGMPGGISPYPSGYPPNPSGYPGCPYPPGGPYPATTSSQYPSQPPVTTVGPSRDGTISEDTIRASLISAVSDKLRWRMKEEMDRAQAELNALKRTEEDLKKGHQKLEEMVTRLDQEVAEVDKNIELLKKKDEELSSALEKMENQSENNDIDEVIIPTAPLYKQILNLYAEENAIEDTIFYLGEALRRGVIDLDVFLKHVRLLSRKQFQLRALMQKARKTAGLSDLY
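Fluorescence polarization: Tsg101 binding domain (10 uM final) in 10 mM HEPES pH 7.5, 0.15 M NaCl, 0.01% Tween 20, 3 mM EDTA, 0.1 mM TCEP; compounds pinned; FITC-PTAP peptide 50 nM final; 20 min, r.t.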
p53null 32C tox: selectivity test: cytotoxicity in p53 null cells, permissive temperature; H1299-neo p53 null cells, ATP luminescence, 24 h, 32C; Potency, µM (series often up to 46.1 µM), inactives show at the top dose activity change, negative = cytotoxicity, actives largely listed as cytotoxic; hit rate 0.62% among 55,000; AID 903;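 further: potency means the concentration at half of the fitted maximal effect; 0% = DMSO only and -100% = full killing by 100 µM tamoxifen; nearly all actives have a fitted effect of over 55% in size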
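Luminescent ATP readout gave cell viability of p53-null H1299-neo cells after a 24 h compound exposure at the permissive 32C. Titrations ran up to 46 uM, and AC50s were fitted with the standard Hill equation.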
FH mod: Identification of activators of human fumarate hydratase by quantitative high-throughput screening. FH coupled MDH/diaphorase resazurin fluorescence, 15 min. Potency, µM (highest dose often 79.9 µM), for inactives: top-dose activity change, negative = inhibition, actives largely listed as inhibitors. hit rate 0.22% among 54,000; further: potency means the concentration at half of the fitted maximal effect; on the % scale 0 is the no-effect control and ±100 the full control effect; the screen sought activators but most active calls are inhibition curves; nearly all actives have a fitted effect of over 45% in size
B2AR arrestin ag: beta-arrestin recruitment by human beta2-adrenergic receptor ligands | HTLA Tango cells, beta-arrestin recruitment, luciferase luminescence, 18 h | 44,000 tested, under 10 active | Potency, µM (top dose mostly 46.1 µM), inactives show at the top dose activation, actives largely listed as activators | P07550;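 further: potency means the concentration at half of the fitted maximal effect; 0% = DMSO and full agonism = EC100 isoproterenol or metaproterenol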
Target sequence (P07550 whole entry, looked up): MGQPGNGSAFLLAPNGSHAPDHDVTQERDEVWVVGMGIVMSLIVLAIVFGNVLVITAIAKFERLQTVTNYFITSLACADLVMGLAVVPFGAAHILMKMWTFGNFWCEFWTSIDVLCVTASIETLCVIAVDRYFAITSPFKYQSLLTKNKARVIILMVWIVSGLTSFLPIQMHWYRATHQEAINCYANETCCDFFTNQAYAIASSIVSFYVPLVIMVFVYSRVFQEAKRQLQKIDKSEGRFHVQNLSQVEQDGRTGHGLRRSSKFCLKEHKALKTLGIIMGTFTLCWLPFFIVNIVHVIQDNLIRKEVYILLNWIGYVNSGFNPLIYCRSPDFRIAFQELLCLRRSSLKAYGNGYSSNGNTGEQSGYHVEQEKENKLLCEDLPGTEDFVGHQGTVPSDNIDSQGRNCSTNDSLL
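First, Tango cells carrying beta2-AR and beta-arrestin fusions received compound up to 46 microM. After 18 hr at 37 degrees C, luciferase substrate was added for 15 minutes, then luminescence gave %Activity for curve fitting.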
GALK inh: inhibitors of human galactokinase (GALK) | P51570 | recombinant GALK, Kinase-Glo ATP luminescence, 1 h | Potency, µM (titrated, usually from 57.5 µM), for the others: top-dose activity, negative = inhibition, most hits filed as inhibitors | 44,000 tested, under 10 active;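 further: plate controls were full GALK reaction for no effect and reaction lacking GALK for full effect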
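Compounds were pinned into ATP buffer, then GALK-galactose mix was added (final 5 nM enzyme, 35 uM ATP, 100 uM galactose, pH 8.0). After 1 h at room temperature, Kinase-Glo Plus was added and luminescence read.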
* marks the source's active call; other numbers are inactive results; ? = inconclusive; [ ] = remark or other dose. The call rests on the fitted dose curve; in most records, active means well fitted curve in the direction sought with a large enough effect; inconclusive means small, poorly fitted or top-dose-only effect, or another doubt; inactive means no such curve, though single readings can be large; an effect the other way counts as inactive or inconclusive. Some of the compounds tested. The share of hits here may be higher or lower than overall.

SMILES	p53null 39C kill	NTMT1 inh	PTAP-TSG101 blk	p53null 32C tox	FH mod	B2AR arrestin ag	GALK inh
Cc1ccc(NC(=O)CN(C)S(=O)(=O)c2ccc3c(c2)CCC(=O)N3)c(C)c1	-12%	14%	-1%	0%	-7%	-2%	8%
CN1CCN(C(CNC(=O)C(=O)Nc2ccc(F)cc2F)c2ccc3c(c2)OCO3)CC1 (configuration not stated)	-3%	0%	-2%	-4%	9%	-1%	4%
CCOc1ccc(N(CC(=O)OC)S(=O)(=O)c2ccc3c(c2)n(C)c(=O)c(=O)n3C)cc1	4%	14%	0%	12%	-29%	0%	-4%
CCc1nn(CC(=O)NCCCc2ccccc2)c(=O)c2cc3ccccc3n12	-26%	-3%	1%	5%	-4%	0%	-9%
Cc1ccc(NC(c2nnc(-c3ccccc3)o2)c2ccccc2F)c([N+](=O)[O-])c1 (configuration not stated)	-1%	-17%	-5%	-16%	-9%	-1%	1%
Cc1ccc(OCCSc2nc3ccc(NC(=O)c4ccc5c(c4)OCO5)cc3s2)cc1	-3%	?	5%	-11%	2%	-3%	5%
O=C(COc1ccccc1)Nc1ccc2nc(SCC(=O)N3CCCC3)sc2c1	?	-1%	1%	-26%	-15%	-4%	0%
N#CC1=C(N)N(c2ccc(Cl)cc2)C2=C(C(=O)CCC2)C1c1cc(CN2CCOCC2)cs1 (configuration not stated)	-3%	0%	-2%	0%[9.22 µM]	3%	6%	0%
COc1ccc(CCC(=O)NCc2nc3cccnc3n2Cc2ccc(C)cc2)cc1	-7%	?	0%	8%	-3%	?	3%
CS(=O)(=O)CCC(C(=O)Nc1cccc(C(F)(F)F)c1)N1Cc2ccccc2C1=O (configuration not stated)	-14%	?	-1%	1%	4%	0%	1%
CCOc1ccccc1Nc1cc(-c2ccccc2)nc(C)n1	?	3%	-1%	-17%	-12%	-2%	5%
Cc1ccc(CNS(=O)(=O)c2c(C(=O)N3CCC(C)CC3)c(C)n(C)c2C)cc1	-3%	5%	-7%	-4%	5%	-1%	0%
Fc1ccc(N2CCN(c3nc4ccccc4c4nc(-c5ccccc5)nn34)CC2)cc1	-23%	-8%	-4%	1%	-5%	0%	2%
Cc1ccc(CSCC(=O)NCc2ccc(F)cc2)cc1	7%	7%	-5%	-5%	-1%	1%	0%
Cc1ccc(NS(=O)(=O)c2ccc3c4c(cccc24)C(=O)N3)c(C)c1	?	0%	-3%	11%	-18%	0%	2%
Fc1ccc(N2CCN(Cc3cccn3-c3nnc(N4CCN(C5CCCCC5)CC4)s3)CC2)cc1	2%	-11%	0%	-5%	?	0%	2%
Cc1ccc(-c2nc3nc(C)cc(N4CCN(c5cccc(C)c5)C(C)C4)n3n2)cc1 (configuration not stated)	20µM*	-2%	3%	2%	?	-2%	3%
CCOc1ccc(-c2cc(C(=O)Nc3ccc(NC(C)=O)cc3)no2)cc1	-18%	5%	-4%	-8%	-6%	-2%	2%
CSCCC(NS(=O)(=O)c1ccc2c(c1)oc(=O)n2C)C(=O)Nc1ccc(F)c(Cl)c1 (configuration not stated)	17%	?	-2%	-9%	4%	0%	4%
CCc1cccc(-n2c(C)nc3c(cnn3-c3ccc(C)c(C)c3)c2=O)c1	20%	5%	-5%	29%	-17%	-1%	0%
CC(C)c1cccc(OCCn2c(-c3ccc(Cl)cc3)nc3ccccc3c2=O)c1	-1%	13%	2%	-2%	6%	0%	0%
Cc1ccc(C)c(N2CCN(C(=O)C(C)n3nc(C)c4sc5ccccc5c4c3=O)CC2)c1 (configuration not stated)	0%	1%	-2%	-10%	-17%	-3%	1%
O=C(CSc1nccn1-c1cccc(Cl)c1)Nc1cccc2ccccc12	34%[activator]	2%	-1%	19%	-26%	0%	-1%
O=c1[nH]c2cc(Br)ccc2n2cccc12	?	3%	-1%	6%	-15%	-3%	-1%
CSc1cccc(NC(=O)C2CCN(S(=O)(=O)c3ccc4[nH]c5c(c4c3)CCCCC5)CC2)c1	21%	0%	-3%	5%	-10%	0%	2%
CC(C)CCn1c(/C=C/c2ccccc2)nc2ccccc21	?	-4%	-13%	?	?	-2%	7%
COc1ccc2oc(-c3cccc(NC(=O)c4cc([N+](=O)[O-])ccc4N4CCOCC4)c3)nc2c1	-18%	3%	1%	4%	-12%	1%	-15%
CCc1ccc(S(=O)(=O)c2nnn3c2nc(NCc2ccccc2)c2cc(Cl)ccc23)cc1	-9%	11%	1%	?	4%	-1%	7%
COc1ccc(-n2nc3cc(C)c(NC(=O)c4ccc(C)cc4C)cc3n2)cc1Cl	12%	11%	-6%	2%	-2%	-1%	-1%
CCOc1cccc2cc(S(=O)(=O)c3ccccc3F)c(=O)oc12	8%	7%	-3%	-3%	-19%	1%	17%
Cc1ccc2oc(C(=O)Nc3c(C(=O)Nc4ccccc4)oc4ccccc34)cc(=O)c2c1	-8%	14%	3%	1%	2%	-1%	1%
O=C(Nc1cc2c(cc1C(=O)c1ccccc1Br)OCCO2)c1ccccc1	23%	18%	-5%	-3%	-9%	0%	0%
Cc1ccc(C)c(N2CCN(c3ccc4cc(S(=O)(=O)N5CCC(C)CC5)ccc4n3)CC2)c1	3%	-4%	2%	-8%	-18%	1%	-2%
Cc1ccc(CNC(=O)C2CCN(C(=O)N3CC(C)Oc4ccc(Cl)cc43)CC2)cc1 (configuration not stated)	18%	-2%	1%	17%	-19%	0%	4%
Cc1ccccc1NC(=O)Cn1c(=O)oc2cc(Br)ccc21	-3%	?	1%	-11%	-19%	6%	-2%
COc1ccc(Nc2oc(-c3ccc(COc4ccccc4)o3)nc2C#N)cc1	?	13%	1%	-7%	-19%	-5%	3%
Cc1cc(C)c(NC(=O)Cn2c(=O)n(-c3cccc(C(F)(F)F)c3)c(=O)c3c(C)c(C)sc32)c(C)c1	-11%	3%	-11%	4%	27%	1%	0%
CCOc1ccc(N(C)S(=O)(=O)c2ccc3[nH]cc(C(=O)NCc4ccccc4)c(=O)c3c2)cc1	3%	8%	-2%	15%	-24%	0%	-1%
CCOc1ccc(NC(=O)c2cc(S(=O)(=O)N3CCCCCC3)cn2C)cc1	3%	9%	2%	9%	-10%	1%	4%
COc1ccc(CCNC(=O)C2CC(=O)N(CCc3ccccc3)C2)cc1OC (configuration not stated)	21%	11%	1%	2%	1%	3%	-2%
CN(C)CCNC(=O)C(=O)NCC(c1cccnc1)N1CCN(c2ccccc2)CC1 (configuration not stated)	?	-6%	-6%	-15%	4%	-1%	2%
COc1ccc(-n2c(=O)c3sc4ccccc4c3n(CC(=O)NCc3ccccc3)c2=O)cc1	-14%	-2%	3%	?	-2%	0%	5%
CCOC(=O)c1sc(NC(=O)c2nc(SC)ncc2Cl)c(C(=O)OCC)c1C	-12%	-2%	2%	-6%	-1%	-1%	7%
CCCN(Cc1cccs1)C(=O)Nc1ccc(Br)c(C)c1	-11%	6%	-3%	-18%	-13%	-2%	1%
COc1ccc(S(=O)(=O)NCCc2nnc3ccc(SCC(=O)Nc4ccc(C(F)(F)F)cc4)nn23)cc1	-13%	3%	-1%	-2%	-6%	0%	-1%
CCOc1ccccc1N1CC(c2nc3ccccc3n2CCOc2ccccc2)CC1=O (configuration not stated)	2%	-10%	2%	16%	?	-2%	2%
CCOc1ccc(-n2c(SCC(=O)N3CCCCC3)nc3c([nH]c4ccccc43)c2=O)cc1	29%	-28%	0%	-2%	-3%	0%	-3%
Cc1ccc(NC(=O)Cc2coc3c(C)c(C)ccc23)cc1Cl	8%	7%	-2%	-11%	3%	-1%	2%
O=C1CC(c2ccccc2)Cc2[nH]c(=O)c(-c3nc(-c4cccc(Cl)c4)cs3)cc21 (configuration not stated)	-16%	17%	2%	22%	-7%	1%	5%
CCN(CC)C(=O)c1cnn(-c2ccc(F)cc2)c1-n1cccc1	-15%	-8%	-1%	-4%	4%	0%	1%
COC(=O)c1c(NC(=O)CCCOc2ccc(C(C)(C)C)cc2)sc2c1C(C(=O)OC)CC2 (configuration not stated)	17%	-34%	-3%	14%	?	-1%	-3%

Another view of part of the listing above.
Cc1ccc(NC(=O)Cc2coc3c(C)c(C)ccc23)cc1Cl
  p53null 39C kill: 8%; NTMT1 inh: 7%; PTAP-TSG101 blk: -2%; p53null 32C tox: -11%; FH mod: 3%; B2AR arrestin ag: -1%; GALK inh: 2%

O=C1CC(c2ccccc2)Cc2[nH]c(=O)c(-c3nc(-c4cccc(Cl)c4)cs3)cc21 (configuration not stated)
  p53null 39C kill: -16%; NTMT1 inh: 17%; PTAP-TSG101 blk: 2%; p53null 32C tox: 22%; FH mod: -7%; B2AR arrestin ag: 1%; GALK inh: 5%

CCN(CC)C(=O)c1cnn(-c2ccc(F)cc2)c1-n1cccc1
  p53null 39C kill: -15%; NTMT1 inh: -8%; PTAP-TSG101 blk: -1%; p53null 32C tox: -4%; FH mod: 4%; B2AR arrestin ag: 0%; GALK inh: 1%

COC(=O)c1c(NC(=O)CCCOc2ccc(C(C)(C)C)cc2)sc2c1C(C(=O)OC)CC2 (configuration not stated)
  p53null 39C kill: 17%; NTMT1 inh: -34%; PTAP-TSG101 blk: -3%; p53null 32C tox: 14%; FH mod: ?; B2AR arrestin ag: -1%; GALK inh: -3%

High-throughput results deposited in PubChem by National Center for Advancing Translational Sciences (NCATS).
